# aSyn 5UTR inh: MLPCN primary screen, SNCA 5' untranslated region. alpha-synuclein 5'UTR reporter, inhibitor activity. inhibition, % (tested at 7.5 µM). 0.82% of 300,000 active. AID 1813, 2009; in the data active = inhibition above about 60%;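 note: H4 neuroglioblastoma cells stably carrying SNCA 5'UTR luciferase fusion; 0% = DMSO wells and 100% = positive control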
# TRPC4 potent: positive allosteric modulators of TRPC4, primary screen, cell-based, mouse TRPC4beta, HEK293 mu-opioid, Fluo-4 calcium; Short transient receptor potential channel 4 (Mus musculus), Q9QUQ5; DAMGO EC20, Fluo-4 Ca2+ flux; stronger effect = higher value; B-score at 10 µM; 0.42% of 310,000 active; AID 2227, 2009;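 active = B-score of calcium response area above 5 SD of library B-scores, with initial fluorescence ratio within 5 SD of library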;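 note: B-score of integrated fluorescence ratio over time as area under calcium response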
# MrgX1 antag: antagonists of human MrgX1 receptor, primary screen, HEK293 cells, Fluo-4 calcium flux | B-score at 10 µM | Mas-related G-protein coupled receptor member X1 (Homo sapiens), Q96LB2 | BAM8-22 antagonism; stronger effect = lower value | AID 588676, 2011 | 1.3% of 310,000 active;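 active = calcium-response B-score plate-corrected more than 3 library SD below zero, starting fluorescence within 5 deviations, no agonist response on first addition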;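 note: peak minus trough fluorescence over baseline after final BAM8-22 challenge near maximal dose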
# Target sequence (Q96LB2 whole entry, looked up): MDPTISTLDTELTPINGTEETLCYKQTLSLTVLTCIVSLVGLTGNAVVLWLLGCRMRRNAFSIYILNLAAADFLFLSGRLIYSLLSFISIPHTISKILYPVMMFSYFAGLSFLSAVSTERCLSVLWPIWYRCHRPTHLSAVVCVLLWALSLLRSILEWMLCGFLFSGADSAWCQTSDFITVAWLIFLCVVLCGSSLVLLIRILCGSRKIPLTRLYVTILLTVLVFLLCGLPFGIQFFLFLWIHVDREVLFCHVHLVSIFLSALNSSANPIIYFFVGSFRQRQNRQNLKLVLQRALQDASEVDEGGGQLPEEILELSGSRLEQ
# TRPC4 agonist: activators of mouse TRPC4 channel, primary screen, Fluo4 calcium, HEK293 TRPC4beta/mu-opioid cells | Short transient receptor potential channel 4 (Mus musculus), Q9QUQ5 | Fluo4 calcium fluorescence; stronger effect = higher value | B-score at 10 µM | 0.49% of 310,000 active | AID 2237, 2010;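 active = B-score above 5 SD of library B-scores, and initial fluorescence ratio not above library mean plus 5 SD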;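 note: positive B-score marks a calcium rise read as TRPC4 activation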
#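 System: HEK293 cells stably co-expressing mouse TRPC4beta and mu-opioid receptor; Schedule: Fluo4 dye loading 45 min at room temperature, 110 s recording; Detection: Fluo4 fluorescence, kinetic; Evaluation: B-scored integrated calcium fluorescence ratio; Controls: buffer (low) and maximal DAMGO (high).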
# SKKanGAS inh: S. pyogenes SKKanGAS growth inhibitors in kanamycin, primary screen, streptokinase expression inhibitor project, SKKanGAS strain, BacTiter-Glo luminescence; 6 h; inhibition, % at 7.5 µM; 1.3% of 300,000 active; AID 1662, 2009;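 active = mean replicate score, as percent of positive control median, at least 50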;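 note: strain carries kanamycin resistance gene driven by streptokinase promoter and grows in 40 µg/ml kanamycin; loss of luminescence reflects streptokinase promoter inhibition or plain growth inhibition; 0% = median of DMSO wells and 100% = positive control at its reference dose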
# TRPC6 activator: mouse TRPC6 channel activators, primary screen, cell-based, HEK293, membrane potential dye; Short transient receptor potential channel 6 (Mus musculus), Q61143; HEK293-TRPC6 membrane potential dye fluorescence; stronger effect = higher value; B-score at 10 µM; 0.13% of 310,000 active;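 active = B-score of the integrated fluorescence ratio above library mean plus 3 SD, and starting fluorescence ratio within library mean plus 5 SD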;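 note: higher score means more depolarization so channel activation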
# HIF act: HIF pathway transcriptional activators, primary screen, cell-based, U2OS HRE-luciferase, luminescence. AID 1910, 2009. activation, % at 7.5 µM (by protocol). U2OS HRE-luciferase reporter; normalized: DMSO 0%, desferrioxamine 100%. 0.32% of 300,000 active;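 active = mean activation of at least 10% of the iron chelator positive control signal, with at least half of replicates also reaching 10%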
# KLF5 inhibitor: KLF5 expression inhibitors, primary screen, DLD-1 cells, luminescence. DLD-1 KLF5 promoter-luciferase reporter. inhibition, % at 5 µM. 0.23% of 290,000 active. AID 1700, 2009;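 active = inhibition above a per-plate limit of that plate's mean compound inhibition plus 3 SD, cut at about 60% in these data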;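 note: 0% = DMSO wells and 100% = LY294002 at 200 µM; higher means less KLF5 promoter-driven luciferase light; inactives centre near -14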
# TRPC4 block: inhibitors of mouse TRPC4 channel, primary screen, Fluo4 calcium, HEK293 TRPC4beta/mu-opioid cells | Short transient receptor potential channel 4 (Mus musculus), Q9QUQ5 | DAMGO-evoked Fluo4 calcium flux; stronger effect = lower value | B-score at 10 µM | 0.39% of 300,000 active | AID 2247, 2010;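 active = B-score over 3 SD under the library average, no early fluorescence shift, positive overall ratio signal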
#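 System: stable TRPC4beta/mu-opioid receptor HEK293 cells; Dosing: single-point compound dosing; Measured by: Fluo4 Ca2+ flux fluorescence; Read-out basis: per-well B score of integrated baseline-normalized Fluo4 ratio.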
# TRPC6 inh: mouse TRPC6 channel inhibitors, primary screen, cell-based, HEK293, membrane potential dye | Short transient receptor potential channel 6 (Mus musculus), Q61143 | ACh-evoked depolarization; stronger effect = lower value | B-score at 10 µM | 1.1% of 310,000 active;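 active = B-score under library mean minus 3 SD, initial fluorescence not abnormally high, positive integrated signal ratio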;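 note: B-score derived from integrated fluorescence ratio over the kinetic read; more negative B-score means stronger inhibition of depolarization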
# IEC-6 tox: cytotoxicity in IEC-6 intestinal epithelial cells, primary screen, cytotoxicity control for KLF5 inhibitor project, cell-based, luminescence; 0.78% of 290,000 active; AID 1825, 2009; IEC-6 cytotoxicity, luminescence viability; inhibition, % at 5 µM; in the data active = inhibition above about 22%;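 note: 0% = plate median of test compound wells and 100% = cytotoxic reference compound wells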
# Active calls of the source: *; i = inactive; . = not tested or not shown.
# Start of the listing, in advance, 2 compounds:
SMILES,aSyn 5UTR inh,TRPC4 potent,MrgX1 antag,TRPC4 agonist,SKKanGAS inh,TRPC6 activator,HIF act,KLF5 inhibitor,TRPC4 block,TRPC6 inh,IEC-6 tox
Cn1nnc(NC(=S)NC(=O)Cc2ccccc2)n1,-18,i,i,i,-11,i,0.3,-13,i,i,1
CSc1ncc(Cl)c(C(=O)NCc2ccc3c(c2)OCO3)n1,9,i,i,i,-2,i,0.1,2,i,i,-2

# Results, repeating the preview:
SMILES,aSyn 5UTR inh,TRPC4 potent,MrgX1 antag,TRPC4 agonist,SKKanGAS inh,TRPC6 activator,HIF act,KLF5 inhibitor,TRPC4 block,TRPC6 inh,IEC-6 tox
Cn1nnc(NC(=S)NC(=O)Cc2ccccc2)n1,-18,i,i,i,-11,i,0.3,-13,i,i,1
CSc1ncc(Cl)c(C(=O)NCc2ccc3c(c2)OCO3)n1,9,i,i,i,-2,i,0.1,2,i,i,-2
O=C(c1cc2cc([N+](=O)[O-])ccc2oc1=O)n1cccn1,-1,i,i,i,0,i,0.0,-15,i,i,-10
O=c1c2ccccc2ncn1-c1ccc2c(c1)OCCO2,-111,i,i,i,-2,i,0.0,-65,i,i,-1
CC1Cc2ccccc2N1C(=O)C12CCC(C)(C(=O)C1)C2(C)C (stereo unspecified),4,i,i,i,4,i,-0.4,-47,i,i,-1
CC(C)(C)NC(=S)NNC(=O)c1ccc2ncccc2c1,-134,i,i,i,-2,i,3.4,-137,i,i,0
Cc1ccccc1N=C(NOCc1ccc(Cl)cc1Cl)c1nonc1N,1,i,i,i,22,i,-0.4,1,i,i,5
COc1ccccc1N1CCN(S(=O)(=O)CCNC(=O)c2cc(=O)c3ccccc3o2)CC1,24,i,i,i,11,i,0.0,-10,i,i,2
Cn1c(=O)n(C)c2cc(/C=N/N=C3/NC(=O)C(CC(=O)O)S3)ccc21 (stereo unspecified),-15,i,i,i,0,i,-0.1,8,i,i,-8
CN(C)CCNC(=O)C(=O)NCC(c1ccc2c(c1)OCO2)N1CCN(c2ccc(F)cc2)CC1 (stereo unspecified),-6,i,i,i,7,i,1.3,-39,i,i,-4
CCNC(=S)N(Cc1ccco1)Cc1cc2cc(OCC)ccc2[nH]c1=O,7,i,i,i,-8,i,0.5,-18,i,i,-4
CCOCCCNC(=O)c1ccc(N(C)S(=O)(=O)c2ccc(OC)cc2)cc1,-59,i,i,i,.,i,-0.2,-12,i,i,0
CCOc1ccccc1Nc1ncnc2c1cnn2-c1ccccc1,-31,i,i,i,3,i,0.2,.,i,i,.
COc1ccc(N(C(=O)c2ccco2)C(C(=O)NC2CCCC2)c2cccs2)cc1 (stereo unspecified),11,i,i,i,5,i,0.4,-8,i,i,-7
CN(C)CCCN(C(=O)c1sc2ccccc2c1Cl)c1nc2c(F)cccc2s1,-4,i,i,i,-5,i,0.3,-2,i,i,-8
O=C(c1ccc(F)cc1)c1cc2ccccc2o1,-171,i,i,i,-2,i,4.3,-88,i,i,-2
Cc1ccc(CNC(=O)C2CCC(=O)N(CCc3cccc(F)c3)C2)cc1 (stereo unspecified),5,i,i,i,-5,i,0.1,-11,i,i,-9
Cc1ccc(C(=O)O)cc1NC(=O)Nc1cccc2ccccc12,10,i,i,i,0,i,0.1,-18,i,i,-5
CCS(=O)(=O)c1c([N+](=O)[O-])ncn1C,8,i,i,i,0,i,-0.1,-6,i,i,5
COc1ccc(NC(=O)CCS(=O)(=O)c2cc3c(cc2Cl)NC(=O)CO3)cc1OC,-92,i,i,i,-6,i,2.3,-8,i,i,2
CSc1nc(NS(=O)(=O)c2cc(C)c(Cl)cc2Cl)nn1C,-4,i,i,i,-12,i,-0.2,-20,i,i,-3
NC1=NC[C@H](CC2CCCCC2)N1CCc1cc(C(F)(F)F)cc(C(F)(F)F)c1,8,i,i,67*,5,i,-0.6,.,i,i,.
O=C(C1CCN(S(=O)(=O)c2cccs2)CC1)N1CCN(c2ccccc2)CC1,-17,i,i,i,0,i,-0.5,-13,i,i,-5
Cc1ccc(NC(=O)CCSc2nnc(Cc3ccccc3)o2)cc1,10,i,i,i,-3,i,0.3,-27,i,i,-6
O=C(COc1ccc(Br)cc1Cl)NC(=S)Nc1ccccn1,-100,i,i,i,-5,i,0.6,-59,i,i,7
CCOc1ccc(S(=O)(=O)N2CCCC(C(=O)N3CCOCC3)C2)cc1C (stereo unspecified),22,i,i,i,0,i,-0.5,-13,i,i,9
COc1ccccc1CNc1ccc(N2CCOCC2)c(C(=O)O)c1,2,i,i,i,9,i,0.1,13,i,i,-1
CCC1CCCCN1C(=O)CCS(=O)(=O)c1ccccc1 (stereo unspecified),-93,i,i,i,8,i,1.6,-91,i,i,1
O=C(c1ccco1)N1CCN(S(=O)(=O)c2ccc3c(c2)CCN3C(=O)C2CC2)CC1,17,i,i,i,-4,i,-32,-15,i,i,-6
Cc1ccc(NC(=O)CS(=O)CC(=O)NCCCN(C)c2ccccc2)cc1 (stereo unspecified),20,i,i,i,2,i,0.3,3,i,i,0
COC(=O)CN(n1cnnc1)S(=O)(=O)c1ccc(C)cc1,-4,i,i,i,-1,i,-0.4,-14,i,i,-6
CN(C(=S)NC(=O)c1ccccc1Br)C1CCCCC1,-4,i,i,i,4,i,0.6,28,i,i,-2
CN(Cc1ccccc1)C(=O)c1ccccc1NC(=O)c1ccco1,14,i,i,i,-6,i,0.2,-2,i,i,-3
COc1ccc(CCNC(=O)C2CCCN(c3ncccn3)C2)cc1 (stereo unspecified),10,i,i,i,-3,i,-0.2,1,i,i,-4
Cc1csc(NC(=O)c2cc3c(C)nn(Cc4ccccc4Cl)c3s2)n1,31,i,i,i,36,i,-0.3,-24,i,i,1
O=S(=O)(/N=C(/Sc1ccccc1)c1ccccc1)c1ccccc1,8,i,i,i,1,i,0.1,-10,i,i,3
Cc1cc(=O)oc(C)c1C(=O)OC(C(=O)c1ccccc1)c1ccccc1 (stereo unspecified),4,i,i,i,-7,i,1.0,-23,i,i,0
Cc1nn2c(nc1=O)SCC(c1ccccc1)=N2,-60,i,i,i,-5,i,1.7,-54,i,i,-2
CSc1nc2ccsc2c(=O)n1-c1ccccn1,11,i,i,i,1,i,0.0,-4,i,i,3
Cc1cc(Oc2ccc(=O)[nH]n2)nc(Cl)n1,-20,i,i,i,2,i,1.7,-79,i,i,0
Nc1cc(N2CCOCC2)c(Cl)cc1[N+](=O)[O-],26,i,i,i,1,i,0.1,-24,i,i,-2
CN(Cc1ccccc1F)C(=O)c1sccc1-c1ccccc1,-16,i,i,i,12,i,1.4,-22,i,i,10
CCC(=O)Nc1nc(CC(=O)Nc2ccccc2)cs1,-6,i,i,i,-4,i,0.6,-28,i,i,-4
COc1ccccc1N1CCN(C(c2cccs2)c2nnnn2C2CCCC2)CC1 (stereo unspecified),20,i,i,i,-2,i,0.0,-15,i,i,-2
Cc1ccc(C)c(N2CCN(C(=O)c3cc4c(C)nc5ccccc5c4o3)CC2)c1,35,i,i,i,39,i,0.5,-13,i,i,7
CCOc1ccccc1N1CCN(C(=O)NC(C)c2ccc(F)c(F)c2)CC1 (stereo unspecified),9,i,i,i,-12,i,-4.7,-24,i,i,4
Cc1ccc(S(=O)(=O)N(CC(=O)Nc2ccccc2C(=O)O)c2ccc(Cl)cc2)cc1,2,i,i,i,23,i,0.4,-32,i,i,5
O=C(Nc1ccc2oc(-c3ccncc3)nc2c1)c1ccccc1F,-135,i,i,i,-9,i,1.1,-63,i,i,6
O=C(NCc1ccccc1)C(c1ccco1)N(C(=O)c1csnn1)c1ccccc1 (stereo unspecified),-13,i,i,i,-4,i,0.6,-4,i,i,2
CCCc1cnc(N2CCN(S(=O)(=O)c3cccs3)CC2)nc1,-31,i,i,i,-3,i,-0.1,-30,i,i,-4
O=c1oc(-c2ccccc2Cl)nc2ccsc12,0,i,i,i,1,i,0.4,-63,i,i,-4
COc1cc(C(=O)N(Cc2ccc(N(C)C)cc2)C2CCS(=O)(=O)C2)cc(OC)c1OC (stereo unspecified),2,i,-4.6*,i,-2,i,-0.8,-20,i,i,-1
CS(=O)(=O)c1cccc(C(=O)Nc2cccc(-c3nc4ccccc4[nH]3)c2)c1,-53,i,i,i,24,i,1.9,-48,i,i,1
Cc1nc2cc(NCc3cc([N+](=O)[O-])ccc3O)ccc2n1Cc1ccccc1,27,i,i,i,9,i,-0.3,-6,i,i,2
CCn1c(CNC(=O)c2cccc(C)c2)nnc1SCC(=O)N1CCOCC1,7,i,i,i,2,i,-0.5,-41,i,i,-3
CC[n+]1c(/C=C/N(C)c2ccccc2)oc2ccc(F)cc21,-6,i,-4.7*,i,-11,i,-0.6,22,i,i,6
CC(C)=C1SC(N2CCN(Cc3ccccc3)CC2)=NC1=O,20,i,i,i,3,i,0.3,-10,i,i,-5
CCN(CC)C(=O)c1sc2nc(Cc3ccccc3)[nH]c(=O)c2c1C,18,i,i,i,10,i,-0.4,-8,i,i,3
CC1CCCC(C)N1C(=C(Cl)Cl)C(=C1SCCS1)[N+](=O)[O-] (stereo unspecified),1,i,i,i,6,i,-0.1,4,i,i,-11
C=CCNC(=O)c1ccc(-c2nc3ccccc3nc2-c2ccccc2)cc1,37,i,i,i,10,i,-0.5,.,i,i,.
O=C(Nc1cccc([N+](=O)[O-])c1)c1ccc2nc(N3C(=O)CCC3=O)sc2c1,-25,i,i,i,6,i,0.0,-24,i,i,5
C=CCN(C(=O)c1csnn1)C(C(=O)NCc1ccc(F)cc1)c1ccccc1 (stereo unspecified),0,i,i,i,-2,i,-0.3,-12,i,i,6
Cc1cn(CC(=O)c2ccccc2)c2ccccc12,10,i,i,i,6,i,-0.1,-7,i,i,9
